# OX1R antag-1 – OX1R (HCRTR1) antagonists, primary screen, fluorescence, CHO/OX1R cells, Fluo-8 calcium, orexin A; Orexin/Hypocretin receptor type 1 (Homo sapiens), O43613; Fluo-8 calcium fluorescence; inhibition, % at 5 µM; 330,000 compounds, 0.43% hits; AID 434989, 2010;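 active = inhibition above its plate's threshold, mean inhibition of all tested compounds on the plate plus 3 SD, cut at about 37% in these data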;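 also: 0% = orexin A challenge wells and 100% = SB-334867-A antagonist wells; not every result past the cut was called active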
# Target sequence (O43613 whole entry, looked up): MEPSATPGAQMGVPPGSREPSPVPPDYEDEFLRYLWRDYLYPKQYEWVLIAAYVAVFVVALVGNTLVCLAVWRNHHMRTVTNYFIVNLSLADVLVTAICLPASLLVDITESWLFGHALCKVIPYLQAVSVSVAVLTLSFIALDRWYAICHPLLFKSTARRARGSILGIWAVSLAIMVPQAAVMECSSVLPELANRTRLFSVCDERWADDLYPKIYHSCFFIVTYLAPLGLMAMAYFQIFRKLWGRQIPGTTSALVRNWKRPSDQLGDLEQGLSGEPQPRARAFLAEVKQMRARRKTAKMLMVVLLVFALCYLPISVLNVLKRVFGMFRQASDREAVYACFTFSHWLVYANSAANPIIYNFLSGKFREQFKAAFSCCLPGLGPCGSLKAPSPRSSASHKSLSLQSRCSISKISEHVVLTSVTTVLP
# STK33 kinase inh – inhibitors of purified STK33 kinase, primary screen, biochemical, ADP-Glo luminescence, homogeneous, cell-free; inhibition, % at 10 µM; 320,000 compounds, 0.073% hits; Serine/threonine-protein kinase 33 (Homo sapiens), Q9BYT3; MBP phosphorylation;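 active = inhibition at or above 25%, using the most active replicate where run in duplicate; inactive = inhibition below 25%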
# Target sequence (Q9BYT3 whole entry, looked up): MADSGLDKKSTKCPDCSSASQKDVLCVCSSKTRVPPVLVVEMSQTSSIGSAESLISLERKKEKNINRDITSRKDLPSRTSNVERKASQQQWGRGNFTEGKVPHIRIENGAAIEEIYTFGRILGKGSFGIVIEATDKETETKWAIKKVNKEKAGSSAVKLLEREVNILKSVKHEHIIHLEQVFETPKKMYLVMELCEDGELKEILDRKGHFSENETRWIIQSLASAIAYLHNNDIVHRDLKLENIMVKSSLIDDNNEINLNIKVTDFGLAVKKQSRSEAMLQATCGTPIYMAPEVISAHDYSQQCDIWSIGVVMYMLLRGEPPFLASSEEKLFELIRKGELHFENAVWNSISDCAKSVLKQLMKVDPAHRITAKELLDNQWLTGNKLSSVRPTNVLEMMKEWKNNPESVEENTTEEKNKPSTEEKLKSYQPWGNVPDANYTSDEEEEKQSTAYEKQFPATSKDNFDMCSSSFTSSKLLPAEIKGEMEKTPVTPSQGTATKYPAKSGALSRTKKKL
# OX1R antag-2 – antagonists of human orexin 1 receptor (OX1R); 330,000 compounds, 1.8% hits; AID 485270, 2010; Orexin/Hypocretin receptor type 1 (Homo sapiens), O43613; OX1R-expressing cells, FRET antagonist read-out; inhibition, % at 6.6 µM; in the data active = inhibition mostly above about 38%, no sharp cut-off; inactive = mostly below about 40%;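 also: 0% = agonist challenge alone and 100% = reference antagonist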
# An asterisk follows results filed as active; . = not tested or not shown.
# A first look:
STK33 kinase inh | Molecule | OX1R antag-2 | OX1R antag-1
0.5 | Cc1cc([N+](=O)[O-])c(NC2CCCCC2)c([N+](=O)[O-])c1 | 5.2 | 1.8
-1.6 | Cc1c2cnn(CC(=O)NCc3ccccn3)c(=O)c2c(C)n1Cc1ccc(Cl)cc1 | 9.4 | -17.2
-2.1 | O=C(Nc1nccs1)c1cc(S(=O)(=O)N2CCOCC2)c(Cl)cc1Cl | 7.4 | -42.8

# Main list, from the start:
STK33 kinase inh | Molecule | OX1R antag-2 | OX1R antag-1
0.5 | Cc1cc([N+](=O)[O-])c(NC2CCCCC2)c([N+](=O)[O-])c1 | 5.2 | 1.8
-1.6 | Cc1c2cnn(CC(=O)NCc3ccccn3)c(=O)c2c(C)n1Cc1ccc(Cl)cc1 | 9.4 | -17.2
-2.1 | O=C(Nc1nccs1)c1cc(S(=O)(=O)N2CCOCC2)c(Cl)cc1Cl | 7.4 | -42.8
-0.9 | O=S1(=O)CCN2N=C(C34CC5CC(CC(C5)C3)C4)SC2=N1 | 16.5 | -26.4
-0.4 | CCc1noc(C)c1C(=O)N1CCN(S(=O)(=O)c2cccs2)CC1 | 6.7 | -7.7
0.5 | CC1(C)CC(=O)C=C(c2cccnc2)C1 | 0.2 | -10.8
-0.6 | COc1ccc(NC(=O)C(c2ccccn2)N(C(C)=O)c2ccc(C)cc2)cc1 (stereo not drawn) | 21.1 | 5.3
-0.4 | S=C(NCc1ccccc1)NNc1ccccc1 | -2.8 | -11.9

# (cont.)
STK33 kinase inh | Molecule | OX1R antag-2 | OX1R antag-1
0.2 | COc1cc(CNCCN2CCOCC2)ccc1OCc1ccc(Cl)cc1Cl | 11.8 | -18.3
. | COc1ccc(C(=O)COC(=O)C(CCCCN2C(=O)C3C4C=CC(C4)C3C2=O)N2C(=O)C3C4C=CC(C4)C3C2=O)cc1 (stereo not drawn) | 15.1 | -10.5
1.9 | O=C(Nc1ccc(F)cc1)Nc1cc(S(=O)(=O)N2CCOCC2)ccc1N1CCCC1 | 22.2 | -15.7
0.9 | COc1ccc(C(c2nnnn2C(C)(C)C)N2CCN(C(=O)c3ccco3)CC2)cc1 (stereo not drawn) | 14.5 | -18.1
-1.2 | CC(=O)NCc1c(Cl)cccc1-n1cccc1 | 4.1 | -8.9
0.1 | Nc1nc(-c2ccc(Br)cc2)c(S(=O)(=O)c2ccccc2)s1 | 31.4 | -19.8
0.6 | COC(=O)/C=c1/s/c(=C(\C#N)C(=O)NCc2ccco2)n(-c2ccc(C)cc2)c1=O | 27.6 | -0.4
0.4 | CC[C@H](C)[C@H](NC(=O)CNC(=O)COc1cc2c(c3oc(=O)cc(C)c13)CCC(C)(C)O2)C(=O)O | 0.1 | -16.6

# New compounds follow
STK33 kinase inh | Molecule | OX1R antag-2 | OX1R antag-1
-1.3 | COc1ccc(/C=N/NC(=O)Cn2ccnc2C)cc1OC | 6.5 | -1.9
-0.7 | Clc1ccc(-c2nnc3n2CCCCS3)cc1 | 11.4 | -10.2
0.7 | CC(=O)NCCn1c(SCC#N)nc2ccccc2c1=O | 1.4 | 6.5
. | COc1ccccc1CNC(=O)CN1CCN(Cc2ccc(Cl)cc2)C1=O | 17.1 | -27.2
0.2 | Oc1ccc(CCc2n[nH]c(=S)n2-c2ccc(F)cc2)cc1 | 4.9 | 6.4
-0.6 | N#Cc1cccc(NC(=O)c2ccc(S(=O)(=O)N3CCOCC3)cc2)c1 | 2.2 | -9.2
0.0 | COC(=O)c1ccc(NS(=O)(=O)c2cccc3cccnc23)cc1 | 11.8 | -10.1
-0.2 | CN(C(=O)c1ccc(NC(=O)C2CCN(C(=O)OC(C)(C)C)CC2)cc1)C1CC1 | 6.4 | -3.7

# A different layout for some results above:
# Order of results: STK33 kinase inh, OX1R antag-2, OX1R antag-1
S=C(NCc1ccccc1)NNc1ccccc1
 : -0.4, -2.8, -11.9
COc1cc(CNCCN2CCOCC2)ccc1OCc1ccc(Cl)cc1Cl
 : 0.2, 11.8, -18.3
COc1ccc(C(=O)COC(=O)C(CCCCN2C(=O)C3C4C=CC(C4)C3C2=O)N2C(=O)C3C4C=CC(C4)C3C2=O)cc1 (stereo not drawn)
 : ., 15.1, -10.5
O=C(Nc1ccc(F)cc1)Nc1cc(S(=O)(=O)N2CCOCC2)ccc1N1CCCC1
 : 1.9, 22.2, -15.7
COc1ccc(C(c2nnnn2C(C)(C)C)N2CCN(C(=O)c3ccco3)CC2)cc1 (stereo not drawn)
 : 0.9, 14.5, -18.1

# Following part.
STK33 kinase inh | Molecule | OX1R antag-2 | OX1R antag-1
0.4 | COc1cc(C2C(C#N)=C(N)Oc3n[nH]c(-c4cccnc4)c32)cc(Br)c1O (stereo not drawn) | 21.4 | -16.2
0.4 | COc1cccc(Nc2c([N+](=O)[O-])cncc2[N+](=O)[O-])c1 | 75.9* | -10.1
0.0 | Cc1ccc(OC(=O)c2cccc(S(=O)(=O)N3CCCC3)c2)c(-n2nc3ccccc3n2)c1 | 18.4 | -15.0
-0.3 | CN(C)CCOc1ccc(Cl)cc1C(C)(C)C | -4.7 | -16.6
-0.3 | CC1=C(CC(=O)O)c2cc(F)ccc2/C1=C\c1ccc(S(C)=O)cc1 (stereo not drawn) | 30.9 | -6.8
-1.7 | CS(=O)(=O)N1CCN(C(=O)c2ccccc2F)CC1 | 6.8 | -7.8
-1.5 | O=C(Cn1nc(-c2ccccc2)c2ccccc2c1=O)Nc1cccnc1 | 11.6 | -22.2
-0.7 | NS(=O)(=O)c1ccc(NC(=O)Cc2c(F)cccc2Cl)cc1 | 21.9 | -1.3

# An excerpt of these results, with each value named:
CC1=C(CC(=O)O)c2cc(F)ccc2/C1=C\c1ccc(S(C)=O)cc1 (stereo not drawn)
  STK33 kinase inh: -0.3
  OX1R antag-2: 30.9
  OX1R antag-1: -6.8
CN(C)CCOc1ccc(Cl)cc1C(C)(C)C
  STK33 kinase inh: -0.3
  OX1R antag-2: -4.7
  OX1R antag-1: -16.6
NS(=O)(=O)c1ccc(NC(=O)Cc2c(F)cccc2Cl)cc1
  STK33 kinase inh: -0.7
  OX1R antag-2: 21.9
  OX1R antag-1: -1.3
COc1cc(C2C(C#N)=C(N)Oc3n[nH]c(-c4cccnc4)c32)cc(Br)c1O (stereo not drawn)
  STK33 kinase inh: 0.4
  OX1R antag-2: 21.4
  OX1R antag-1: -16.2

# Next part
STK33 kinase inh | Molecule | OX1R antag-2 | OX1R antag-1
-2.6 | COc1ccc(CC(=O)Nc2cc(S(=O)(=O)N3CCCCC3)ccc2N2CCN(C)CC2)cc1 | 7.6 | -23.9
-0.6 | CCCCC(=O)Nc1nc(C)c(-c2csc(Nc3cc(OC)ccc3OC)n2)s1 | 33.8 | -57.7
-0.3 | COc1cc(CCC(=O)Nc2ccc(S(=O)(=O)NC3=NCCCCC3)cc2)cc(OC)c1OC | 14.2 | -17.2
0.3 | COCCCNc1nc2ccccc2[nH]c1=O | 4.4 | -11.8
-1.4 | C=Cc1ccc(COC(=O)c2cn(CC)c3nc(C)ccc3c2=O)cc1 | 8.4 | -21.6
0.3 | CCOC(=O)c1sc(NC(=O)C2CC(=O)N(c3ccc(OC)cc3)C2)nc1C (stereo not drawn) | 6.2 | -8.3
5.4 | OCCCNc1nccc(-c2cc(Nc3cccc(Cl)c3)ncn2)n1 | -15.8 | -33.5
-1.0 | CC(NC(=O)C(=O)N1CCCCC1)C(c1cccs1)N1CCN(c2ccc(F)cc2)CC1 (stereo not drawn) | 6.3 | -21.9

# The listing continues.
STK33 kinase inh | Molecule | OX1R antag-2 | OX1R antag-1
0.4 | CN(C)C(=O)c1cc(C(=O)c2ccc(F)cc2Cl)c[nH]1 | -3.5 | -13.1
-0.3 | COC(=O)CSc1nc2ncc(Cl)cc2[nH]1 | 13.3 | -16.5
0.1 | Cc1ccc(NCN2C(=O)C3CC=C(Cl)CC3C2=O)cc1 (stereo not drawn) | 4.3 | 2.4
0.0 | Cc1cccc(Nc2nnc(SCc3cc(=O)n4cc(C)ccc4n3)s2)c1 | 18.0 | -33.9
0.8 | O=C(O)C1C2C=CC(C2)C1C(=O)OC1CC2CCC1C2 (stereo not drawn) | -2.4 | -11.8
. | O=C(C[C@H]1C[C@H](C(=O)N2CCCCC2)[C@@]2(CCc3ccccc3)c3[nH]c4cc(-c5ccco5)ccc4c3CCN2C1=O)NCc1ccco1 | -0.5 | -22.0
0.1 | CC(C)c1nnc(NC(=O)CCC(=O)NCc2ccc(F)cc2)s1 | 10.1 | -21.2
0.6 | CC1(C)CC(=O)C2=C(C1)N1C(=C(C#N)C2c2ccccc2Cl)N=C(N)c2ccccc21 (stereo not drawn) | -4.0 | -18.6

# (cont.)
STK33 kinase inh | Molecule | OX1R antag-2 | OX1R antag-1
-2.6 | O=C(COC(=O)c1cccc2ccccc12)NCC1CCCO1 (stereo not drawn) | 22.0 | -9.6
-0.4 | O=C(Nc1ccc(-c2cc3ccccc3oc2=O)c(Cl)c1)c1cccnc1 | 2.1 | 7.0
1.0 | N#Cc1c(N)nc2c(c1-c1ccccc1)CCC2 | 14.8 | -22.2
-1.1 | CCCC[C@@H]1CNC(=O)C(=O)N1CC(C)(C)C | 2.7 | -13.8
. | CC[C@]12c3[nH]c4cc(CCC(=O)N(C)C)ccc4c3CCN1C(=O)[C@@H](CC(=O)NCCC1=CCCCC1)C[C@@H]2C(=O)N1CCN(C(=O)C2CC2)CC1 | 3.7 | -17.0
-0.6 | CCOC(=O)c1cnc(COc2ccccc2Cl)[nH]c1=O | 7.8 | -6.6
-0.1 | CCCN(CC(=O)Nc1ccccc1OC)C(=O)CSc1ccc(Br)cc1C | 57.8* | 53.7*
-1.0 | CC(C)NC(=O)CSc1ccccc1C(=O)N1CCN(S(=O)(=O)/C=C/c2ccccc2)CC1 | 8.4 | -23.6

# Going on with the list.
STK33 kinase inh | Molecule | OX1R antag-2 | OX1R antag-1
0.4 | CCCC(C(=O)NC1CCCC1)N(Cc1ccc(OC)cc1)C(=O)c1snc(C(N)=O)c1N (stereo not drawn) | 13.9 | -48.0
-2.2 | CC(=O)NC(CCS(C)(=O)=O)C(=O)Nc1ccc(C)c(F)c1 (stereo not drawn) | -0.4 | 0.2
-1.4 | N/N=C/C(=N\Nc1ccc(Cl)cc1)C(=O)c1ccncc1 | 7.9 | -29.2
-0.5 | O=C(COc1ccc(Cl)cc1)NN=C1CCCCCCC1 | 18.9 | -5.7
-0.6 | O=C(NCc1cccnc1)C1CCN(S(=O)(=O)c2cccc(C(F)(F)F)c2)CC1 | 4.8 | -4.9
0.0 | Cc1ccc([N+](=O)[O-])cc1NCC(=O)NN | 29.8 | -13.2
-0.8 | O=C(COC(=O)c1cc(Cl)nc(Cl)c1)NCc1ccc2c(c1)OCO2 | 4.2 | -4.2
0.3 | CCN(CC)S(=O)(=O)c1cc(NC(=O)CN2C(=O)NC3(CCCc4ccccc43)C2=O)ccc1C (stereo not drawn) | 15.3 | -6.5

# (next part)
STK33 kinase inh | Molecule | OX1R antag-2 | OX1R antag-1
-1.1 | Cc1sc(NC(=O)c2ccccc2)c(C(=O)c2ccccc2)c1C | 3.2 | -19.7
-1.6 | CSc1ccccc1C(=O)NCCS(=O)(=O)N1CCN(c2ccc(F)cc2)CC1 | 18.1 | -19.8
-1.5 | O=C(CN1C(=O)S/C(=C\c2ccccc2F)C1=O)NC1CCS(=O)(=O)C1 (stereo not drawn) | 12.5 | 5.5
-0.4 | Cc1cc(C)c(C)c(S(=O)(=O)NCC(=O)N2CCCC2)c1C | 4.3 | -5.1
-1.8 | CCCCn1c(N)c(N(CC(C)C)C(=O)C2CC(=O)N(Cc3ccco3)C2)c(=O)[nH]c1=O (stereo not drawn) | 8.4 | 1.0
-2.2 | Cc1ccccc1-c1nnn(CC(=O)N2CCN(C(=O)c3ccco3)CC2)n1 | 20.5 | -23.1
-1.7 | CN1OCC(S(=O)(=O)c2ccccc2)C1c1ccccc1 (stereo not drawn) | 13.1 | -18.9
-0.9 | COc1cc(-c2cc(C(=O)Nc3nc4ccccc4s3)c3ccccc3n2)cc(OC)c1OC | 4.7 | -22.7

# (further entries)
STK33 kinase inh | Molecule | OX1R antag-2 | OX1R antag-1
-1.7 | Cc1c(C(=O)NCc2ccccc2F)oc2ccccc12 | 28.8 | -31.7
-1.4 | COc1ccc(NC(=O)CCNS(=O)(=O)c2ccc3[nH]c(=O)oc3c2)cc1Cl | 17.7 | -1.8
1.3 | COc1ccc2cc3cc(C(=O)Nc4ccc5c(c4)OCCO5)oc3nc2c1 | 10.7 | -13.5
0.6 | C1=C(c2cc3ccccc3cn2)CCCC1 | 14.5 | -28.9
-0.1 | Cc1ccccc1C(=O)Nc1ccnn1C1CCN(Cc2cnn(C(C)C)c2)CC1 | 9.8 | -11.7
-0.8 | CC1=C(C#N)C(=O)NC(=O)/C1=C/c1ccc(-c2ccc(S(N)(=O)=O)cc2)o1 | 18.3 | 5.2
-0.8 | CCN(CC)CCCNC(=O)c1ccc2c(SCC(=O)O)c3c(nc2c1)CCC3 | 28.2 | -7.0
-1.0 | CN(C)CCNC(=O)c1ccc2c(c1)N(Cc1ccc(F)cc1)CCS2 | 16.1 | -32.0

# (further entries)
STK33 kinase inh | Molecule | OX1R antag-2 | OX1R antag-1
. | Cc1c(C(=O)NC(C)C)c(-c2ccccc2)nn1-c1ccccc1 | 25.2 | -11.9
-1.2 | O=C(CNC(=O)c1cccs1)OCc1ccc(Br)cc1 | 12.2 | -2.3
0.3 | Nc1ccc2c(c1)C(=O)N(CCCC(=O)O)C2=O | 19.7 | -16.6
-1.1 | O=C(NCc1ccccc1)C(c1ccc(F)cc1)N(C(=O)c1csnn1)c1ccccc1 (stereo not drawn) | 9.5 | -3.7
